HSF1 inh: HSF1 inhibition. NIH3T3-HGL HSE-luciferase, MG132-induced, luminescence 8 h; stronger effect = lower value. activity change, negative = inhibition, % at 7.5 µM (by protocol). hit rate 0.77% among 300,000;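 active = more than half of replicate wells show activity change below -50%, luminescence cut by over half; inconclusive = some wells, but at most half, below -50%; inactive = no replicate well below -50%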;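 note: luciferase reports HSF-1 transcriptional activity via heat shock element; 0% = median of DMSO wells and -100% = zero luminescence signal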
HDAC3 inhib: human HDAC3 inhibition. hit rate 0.15% among 320,000. O15379. inhibition, % at 8.3 µM. recombinant HDAC3, fluorogenic peptide/trypsin coupled, fluorescence; in the data active = inhibition above about 26%, passing the limit was not always enough; inconclusive = no clear call, values can overlap the other calls
Target sequence (O15379 whole entry, looked up): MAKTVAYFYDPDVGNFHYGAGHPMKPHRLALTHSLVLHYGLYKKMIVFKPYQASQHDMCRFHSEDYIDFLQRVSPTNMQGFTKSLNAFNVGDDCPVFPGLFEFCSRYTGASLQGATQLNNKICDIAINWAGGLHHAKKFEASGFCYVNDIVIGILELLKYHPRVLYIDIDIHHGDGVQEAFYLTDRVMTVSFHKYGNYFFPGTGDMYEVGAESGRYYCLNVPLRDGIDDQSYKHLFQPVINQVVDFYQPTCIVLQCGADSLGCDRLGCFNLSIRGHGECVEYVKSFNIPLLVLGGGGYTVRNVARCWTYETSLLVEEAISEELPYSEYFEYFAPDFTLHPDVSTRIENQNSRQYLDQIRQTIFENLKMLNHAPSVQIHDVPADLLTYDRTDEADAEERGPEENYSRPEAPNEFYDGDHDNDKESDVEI
Platelet DG rel: platelet dense granule release activity; human platelet-rich plasma, SFLLRN dense granule ATP release, luminescence; inhibition, %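 (compounds screened at 7.5 µM in platelet-rich plasma)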; hit rate 0.22% among 300,000; AID 1663;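 active = mean replicate score, as percent of positive control, at or above 50; inconclusive = mean below 50 but at least one replicate at or above 50; inactive = mean and every replicate below 50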
IEC-6 cytotox: IEC-6 cytotoxicity, counter-screen for KLF5 inhibitors. hit rate 0.78% among 290,000. luminescence viability. inhibition, % at 5 µM. AID 1825; in the data active = inhibition above about 22%;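 note: 0% = plate median of test compound wells and 100% = cytotoxic reference compound wells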
HSF-1 act: increases HSF-1 driven luciferase reporter signal. NIH3T3-HGL HSF-1 luciferase reporter, MG132, 8 h; 100% = twice DMSO control signal. activation, % at 9 µM. hit rate 1.7% among 300,000;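 active = mean replicate activation of at least 50% with a set share of replicates each reaching 50%; inconclusive = only one of those two conditions met; inactive = mean below 50% and too few replicates reaching it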;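 note: 0% = median of the neutral control wells and 100% = twice that signal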
HSP90 inh: blocks HSP90-mediated luciferase refolding in reticulocyte lysate | inhibition, % at 5.6 µM | hit rate 0.91% among 290,000 | Rabbit reticulocyte lysate, luciferase refolding luminescence, 3 h | AID 1789;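 active = inhibition above the screen-wide mean plus 3 SD, computed separately per campaign, cut at about 16% in these data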;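 note: 0% = DMSO wells and 100% = 60 µM geldanamycin wells; inhibitors lower the luminescence because luciferase stays unfolded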
KLF5 inh: inhibitors of KLF5 expression. inhibition, % at 5 µM. hit rate 0.23% among 290,000. DLD-1 KLF5 promoter-luciferase reporter, luminescence;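 active = inhibition above a per-plate limit of that plate's mean compound inhibition plus 3 SD, cut at about 60% in these data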;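 note: 0% = DMSO wells and 100% = LY294002 at 200 µM; higher means less KLF5 promoter-driven luciferase light; inactives centre near -14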
aSyn UTR inh: 5' untranslated region of α-synuclein, MLPCN primary screen; alpha-synuclein 5'UTR reporter, inhibitor activity; inhibition, % (tested at 7.5 µM); hit rate 0.82% among 300,000; in the data active = inhibition above about 60%; inconclusive = no clear call, values can overlap the other calls;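 note: H4 neuroglioblastoma cells stably carrying SNCA 5'UTR luciferase fusion; 0% = DMSO wells and 100% = positive control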
HIF act: HIF pathway transcriptional activation; U2OS HRE-luciferase reporter, luminescence; normalized: DMSO 0%, desferrioxamine 100%; activation, % at 7.5 µM (by protocol); hit rate 0.32% among 300,000; AID 1910;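 active = mean activation of at least 10% of the iron chelator positive control signal, with at least half of replicates also reaching 10%; inconclusive = mean and replicate majority disagree about reaching 10%; inactive = mean and most replicates under 10%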
AI-2 QS modul: Vibrio harveyi AI-2 quorum sensing modulation; Vibrio harveyi JMH597 AI-2 luminescence/OD600 ratio, 9 h; stronger effect = lower value; strain lacks LuxN and CqsS sensors; 0 = neutral-control median; activity change, % at 7.5 µM; hit rate 0.4% among 300,000; AID 2094; in the data active = activity change below about -75%, passing the limit was not always enough; inconclusive = no clear call, values can overlap the other calls;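 note: luminescence divided by OD600 gain over 9 h not by final OD600 alone; inactives centre near 13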
* hit, by the source's call; ? = inconclusive; . = no result given. The order is random. Share with any hit: about 5%.

Values run as follows: KLF5 inh, HSP90 inh, HIF act, HSF1 inh, aSyn UTR inh, AI-2 QS modul, Platelet DG rel, HDAC3 inhib, HSF-1 act, IEC-6 cytotox
#1 COc1cccc(C(C(=O)NC2CCCCC2)N(CCN2CCOCC2)C(=O)C2COc3ccccc3O2)c1 (stereo unspecified)
  -4, -3, -0.2, -1, 8, 22, 7, -4, -10, 2
#2 Cc1cc(C)nc(NS(=O)(=O)c2ccc(NC(=O)NC3CCCCC3)cc2)n1
  5, 2, -0.2, 6, 16, 35, 11, -1, -2, 0
#3 CCO/C=C1/C(=O)N(CC)c2ccccc21
  5, -1, -1.0, 3, 3, 27, 3, -2, 2, 1
#4 COc1ccc(C2N(c3ccccn3)C(=O)C3CCCN32)c(OC)c1 (stereo unspecified)
  6, -4, -0.5, -3, -11, 2, -1, 0, -6, 2
#5 Nc1nc(CSc2ncccn2)nc(Nc2ccccc2)n1
  -179, 4, 2.3, 25, -148, 23, -1, 1, 25, -4
#6 COc1ccccc1-n1cc(-c2ccccc2)[nH]c1=S
  -28, -2, 2.2, 9, -27, 25, 3, 4, 11, -5
#7 O=C(CSc1nc2ccccc2s1)Nc1cc(C(=O)O)cc(C(=O)O)c1
  -11, 1, 0.1, -2, -26, 12, 1, -1, -11, -11
#8 Cc1ccc(S(=O)(=O)NCCCn2ccnc2)cc1
  -3, -2, -0.1, -6, -8, 8, -1, -11, -4, -6
#9 CCCCOc1ccc(-c2nc(=S)[nH][nH]2)cc1
  -59, 1, 1.6, 3, -65, -89*, 6, ?, 5, 0
#10 O=C(NCCCN1CCN(c2ccccc2F)CC1)C1CC(=O)N(C2CCCC2)C1 (stereo unspecified)
  -17, 2, 0.0, -5, -25, 5, 9, 1, -7, -4
#11 Cc1cc(C)cc(N(CC(=O)Nc2ccccc2-c2ccccc2)S(=O)(=O)c2ccccc2)c1
  -5, 0, -2.7, 6, 28, 21, 17, -11, -3, 2
#12 CCC(=O)NC(=S)Nc1ccc(NC(=O)c2cc3ccccc3o2)c(OC)c1
  9, 2, 0.3, 18, -26, 15, 0, 4, 17, 1
#13 CN(CC(=O)Nc1ccccc1Cl)C(=O)c1ccccc1SCC(=O)N1CCCC1
  ., ., 1.0, 11, -4, 30, 0, -2, 15, .
#14 O=C(CN1CCN(S(=O)(=O)c2ccc(Br)cc2)CC1)N/N=C/c1ccc(Br)s1
  -27, 4, -0.4, -5, 1, 49, -2, 3, 7, -3
#15 Nc1cc([N+](=O)[O-])ccc1Nc1ccc(O)cc1
  -37, -6, 0.2, 4, 6, 1, 17, 4, 15, 2
#16 O=C(O)CN1C2=NCCCN2c2ccccc21
  -7, -3, 0.2, -4, 15, 15, 0, -6, -1, -4
#17 CCOc1ccc(S(=O)(=O)N2CCN(C(=O)c3cccnc3)CC2)cc1
  -25, 1, 0.0, -6, -22, -11, -5, -3, 18, -5
#18 CC(C)c1ccc(C2(O)C(=O)Nc3cc(Br)ccc32)c(O)c1 (stereo unspecified)
  -9, -1, -0.5, 3, -20, 50, 4, 9, 12, 5
#19 O=C1Nc2ccccc2/C1=N\c1sc2c(c1C(=O)Nc1ccccc1)CCCC2
  -10, -2, 1.2, 10, -33, 15, 0, 13, -7, 0
#20 CCN(CC)S(=O)(=O)c1ccc(C)c(NC(=O)CSc2ncc(C(F)(F)F)cc2Cl)c1
  -20, -2, 0.0, 6, -1, 29, 10, 6, 8, 0

Records listed so far printed as active in AI-2 QS modul:
| cpd | canonical_smiles | KLF5 inh | HSP90 inh | HSF1 inh | aSyn UTR inh | AI-2 QS modul | Platelet DG rel | HDAC3 inhib | HSF-1 act |
| --- | --- | --- | --- | --- | --- | --- | --- | --- | --- |
| 9 | CCCCOc1ccc(-c2nc(=S)[nH][nH]2)cc1 | -59 | 1 | 3 | -65 | -89* | 6 | ? | 5 |

Going on with the list.
Values run as follows: KLF5 inh, HSP90 inh, HIF act, HSF1 inh, aSyn UTR inh, AI-2 QS modul, Platelet DG rel, HDAC3 inhib, HSF-1 act, IEC-6 cytotox
#21 CC1(C)Cc2ccccc2C2=C(C(=O)N3CCCCCC3)C(=O)C(=O)N21
  -26, 1, 0.4, 1, 0, 10, -4, 1, -10, -4
#22 Clc1ccc(SCCCCn2cncn2)cc1
  -20, 2, 0.3, 7, 11, -47, -5, -7, 23, -2
#23 Cc1cccc(Cl)c1NC(=S)NN
  -20, 4, 5.3, 2, -5, 18, 11, 9, 17, -2
#24 COCCn1c(C)cc(C2=NNC(=NC(C)(C)C)SC2)c1C
  -20, -1, 0.6, -5, -41, 24, 2, 1, -2, 4
#25 Cc1ccc(C)c(Oc2ncnc(N)c2[N+](=O)[O-])c1
  -3, 6, -0.1, 3, -8, -6, -18, 2, 37, -9
#26 S=C(c1ccc(Cl)cc1)N1CCN(Cc2ccccc2)CC1
  -11, -2, -0.2, -12, 13, 8, 0, -6, -2, 3
#27 Cc1ccc(C(=O)N(CCC2=CCCCC2)c2c(N)n(Cc3ccccc3)c(=O)[nH]c2=O)o1
  ., ., 0.6, 4, 9, 9, -1, 4, 0, .
#28 COc1ccc(/C=N/NC(=O)c2ccc3nc[nH]c3c2)c(OC)c1
  -32, -3, 0.6, -2, 6, 41, 4, 8, -8, -6
#29 COc1ccc(C(=O)NC(=S)Nc2ccc(S(=O)(=O)Nc3cc(OC)nc(OC)n3)cc2)cc1
  2, -6, -0.5, -3, -2, -8, -14, 2, -5, 2
#30 CC1CCN(CC(=O)Nc2ccc(S(=O)(=O)NC3CC3)cc2)CC1
  4, 1, -0.3, -65*, -3, 0, -5, 3, -72, 2
#31 C=CCn1c(SCC(=O)c2ccccc2)nnc1-c1ccc2c(c1)OCO2
  -14, 7, ., ., ., ., ., 7, ., 7
#32 CC(OC(=O)Cc1ccccc1[N+](=O)[O-])C(=O)Nc1ccc(Cl)cn1 (stereo unspecified)
  ., ., -0.1, -6, 0, 24, 0, 11, -7, .
#33 CCCCOn1c(C)c(C(=O)OCC)c2c3no[n+]([O-])c3ccc21
  -7, -2, 0.0, -10, 39, 0, 5, 2, -16, 10
#34 O=C(CN1CCN(c2ccc(F)cc2)CC1)Nc1nnc(-c2ccccc2)s1
  -20, 2, 0.0, -1, -1, 10, -3, -9, -4, 2
#35 O=C(O)CCCn1cc(NC(=O)COc2ccccc2F)cn1
  -5, 0, 0.5, -3, -21, -4, -5, -14, -1, 1
#36 COc1ccc(CNC(=O)CCC(=O)N2CCN(C(C)=O)CC2)cc1
  11, -2, 0.4, -5, 12, 32, 2, 0, 3, -3
#37 O=c1sc2ccccc2c(N2CCOCC2)c1[N+](=O)[O-]
  -6, 8, -0.8, 1, 16, 5, -3, -2, -12, 2
#38 CCOc1ccccc1C1NC(=O)NC(C)=C1C(=O)OCc1ccccc1 (stereo unspecified)
  -24, 2, -0.1, -1, 11, 26, -9, 1, -7, 2
#39 CC(C)CNC(=O)c1cnn2c(C(F)(F)F)cc(C(F)(F)F)nc12
  -15, 4, -0.3, -5, -15, 13, 1, -2, -8, 14
#40 NNC(=O)CSCc1ccc(Cl)cc1Cl
  12, 3, 0.2, ., 33, 0, 1, -4, ., 0

6 entries picked at random from the list so far, as already listed:
Values run as follows: KLF5 inh, HSP90 inh, HIF act, HSF1 inh, aSyn UTR inh, AI-2 QS modul, Platelet DG rel, HDAC3 inhib, HSF-1 act, IEC-6 cytotox
#40 NNC(=O)CSCc1ccc(Cl)cc1Cl
  12, 3, 0.2, ., 33, 0, 1, -4, ., 0
#6 COc1ccccc1-n1cc(-c2ccccc2)[nH]c1=S
  -28, -2, 2.2, 9, -27, 25, 3, 4, 11, -5
#13 CN(CC(=O)Nc1ccccc1Cl)C(=O)c1ccccc1SCC(=O)N1CCCC1
  ., ., 1.0, 11, -4, 30, 0, -2, 15, .
#30 CC1CCN(CC(=O)Nc2ccc(S(=O)(=O)NC3CC3)cc2)CC1
  4, 1, -0.3, -65*, -3, 0, -5, 3, -72, 2
#12 CCC(=O)NC(=S)Nc1ccc(NC(=O)c2cc3ccccc3o2)c(OC)c1
  9, 2, 0.3, 18, -26, 15, 0, 4, 17, 1
#9 CCCCOc1ccc(-c2nc(=S)[nH][nH]2)cc1
  -59, 1, 1.6, 3, -65, -89*, 6, ?, 5, 0

(cont.)
Values run as follows: KLF5 inh, HSP90 inh, HIF act, HSF1 inh, aSyn UTR inh, AI-2 QS modul, Platelet DG rel, HDAC3 inhib, HSF-1 act, IEC-6 cytotox
#41 COc1cc(/C=N/NC(=O)c2ccncc2)ccc1Oc1ccc([N+](=O)[O-])cn1
  9, 0, -0.2, 0, -12, 2, 1, 11, -5, -8
#42 CN(C)S(=O)(=O)c1cccc(NC(=S)N/N=C/c2ccc(O)c(O)c2O)c1
  -15, -1, 2.6, -24, -9, 15, -5, ., -8, -11
#43 CC1(C)CC(=O)C=C(c2cccc3c2oc2ccccc23)C1
  ., ., 1.7, 8, 21, 17, -2, 6, 11, .
#44 NC(=O)C1CCN(C(=O)CCSc2ccc(Cl)cc2)CC1
  -10, -1, 0.4, 13, -4, 15, 5, 3, 20, -4
#45 Cc1ccc(SCCN2CCN(CC(C)C)CCC2=O)cc1
  ., ., 2.0, -6, -38, 13, 1, ., -4, .
#46 CCOc1ccc(N(C)S(=O)(=O)c2csc(C(N)=O)c2)cc1
  -19, -3, -1.0, -8, 0, 18, -3, 5, -5, -6
#47 COc1ccc(C2C(C#N)=C(N)Oc3c2oc(CO)cc3=O)cc1 (stereo unspecified)
  0, 0, -0.6, 5, 11, 26, 10, 2, -8, -4
#48 COc1ccc(CCNC(=O)CCS(=O)(=O)c2ccc3c(c2)CCN3C(C)=O)cc1OC
  -1, 3, 0.5, -2, 7, 22, ., 5, -2, 2
#49 Cc1ccc(S(=O)(=O)O/N=C2/CCCc3occc32)cc1
  -16, 2, 0.1, 1, -3, 12, -12, -6, 4, -4
#50 N#C/C(=C\c1cn(-c2ccccc2)nc1-c1cc2ccccc2o1)c1nc2ccccc2[nH]1
  -32, 1, 2.2, 25, -106, 36, -11, 2, 45, -1
#51 C=CCN1C(=O)C(C)S/C1=N\S(=O)(=O)c1ccc(Cl)cc1 (stereo unspecified)
  -12, 1, -0.2, -7, 1, 9, 10, -2, -12, 5
#52 O=C(c1ccco1)N1CCN(c2ncnc3scc(-c4ccc(F)cc4)c23)CC1
  -10, -3, -23, 1, 10, 30, 0, 2, 0, -3
#53 CC(C)c1cc(C(F)(F)F)n2nc(C(=O)O)cc2n1
  -5, 12, -0.4, -9, -22, 12, 3, 3, 1, 1

High-throughput results (PubChem BioAssay)
